RGS4 pot: RGS4 potentiation or activation. HEK293 M3R/inducible RGS4, carbachol calcium flux Fluo4; active compounds read low. B-score at 10 µM. hit rate 0.92% among 310,000. AID 463111;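 active = B-score of the integrated calcium signal more than 4 SD below the library mean, with starting fluorescence not abnormally high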;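 also: negative B-score means reduced calcium response which marks RGS4 activation or potentiation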
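System – HEK293 FlpIn-TREx cells, stable M3R, doxycycline-inducible RGS4 · Reagent – ECmax carbachol challenge · Times – compound preincubation 20 min at room temperature before agonist · Technique – Fluo4 fluorescence kinetic imaging of calcium · Measure – B score of integrated Fluo4 ratio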
RGS4 inh: inhibitors of human RGS4. P49798. hit rate 0.45% among 310,000. AID 463165. HEK293 M3R/RGS4 inducible, Fluo-4 calcium flux; active compounds read high; triggered by carbachol at its EC20. B-score at 10 µM;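 active = B-score, a plate-corrected calcium signal, over three deviations above library mean, with baseline fluorescence within five deviations of library mean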;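 also: RGS4 expression induced by doxycycline in cells with stable M3 receptor; B-score is computed from the integrated fluorescence ratio over baseline after carbachol; higher B-score means a larger calcium signal and so more RGS4 inhibition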
Target sequence (P49798 whole entry, looked up): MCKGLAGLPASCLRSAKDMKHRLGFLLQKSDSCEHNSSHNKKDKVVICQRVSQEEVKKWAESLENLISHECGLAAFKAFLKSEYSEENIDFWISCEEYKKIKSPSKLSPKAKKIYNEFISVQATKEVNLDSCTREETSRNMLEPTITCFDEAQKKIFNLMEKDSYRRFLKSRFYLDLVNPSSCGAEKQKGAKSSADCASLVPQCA
MrgX1 antagonist: human MrgX1 receptor antagonism, primary screen. MRGX1-HEK293 calcium flux, Fluo-4, BAM8-22 antagonism; active compounds read low. Q96LB2. B-score at 10 µM. hit rate 1.3% among 310,000;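 active = calcium-response B-score plate-corrected more than 3 library SD below zero, starting fluorescence within 5 deviations, no agonist response on first addition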;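 also: peak minus trough fluorescence over baseline after final BAM8-22 challenge near maximal dose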
Target sequence (Q96LB2 whole entry, looked up): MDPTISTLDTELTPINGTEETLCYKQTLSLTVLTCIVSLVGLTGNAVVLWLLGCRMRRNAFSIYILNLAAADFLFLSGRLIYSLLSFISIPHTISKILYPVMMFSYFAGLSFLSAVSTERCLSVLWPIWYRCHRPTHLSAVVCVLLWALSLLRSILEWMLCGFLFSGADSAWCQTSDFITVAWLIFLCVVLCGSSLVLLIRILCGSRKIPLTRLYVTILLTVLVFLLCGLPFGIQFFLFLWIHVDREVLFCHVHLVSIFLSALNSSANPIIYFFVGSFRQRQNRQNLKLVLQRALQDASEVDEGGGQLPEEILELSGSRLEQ
HIF act: HIF pathway transcriptional activation | U2OS HRE-luciferase reporter, luminescence; normalized: DMSO 0%, desferrioxamine 100% | activation, % at 7.5 µM (by protocol) | AID 1910 | hit rate 0.32% among 300,000;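 active = mean activation of at least 10% of the iron chelator positive control signal, with at least half of replicates also reaching 10%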
MrgX1 allo act: human MrgX1 positive allosteric modulation, primary screen; MrgX1-HEK293, Fluo-4 calcium flux, FDSS; active compounds read high; B-score at 10 µM; hit rate 0.63% among 310,000; AID 588675;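 active = plate-corrected calcium response at least 3 library SD above typical, normal starting fluorescence, not activating the receptor alone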;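 also: compound read alongside a low EC10 to EC30 dose of BAM8-22 agonist; peak minus trough fluorescence over baseline measured at the second addition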
TRPC6 inh: blocks the mouse TRPC6 cation channel | hit rate 1.1% among 310,000 | HEK293-TRPC6, membrane potential dye, ACh-evoked depolarization; active compounds read low | AID 2553 | B-score at 10 µM | Q61143;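 active = B-score under library mean minus 3 SD, initial fluorescence not abnormally high, positive integrated signal ratio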;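 also: B-score derived from integrated fluorescence ratio over the kinetic read; more negative B-score means stronger inhibition of depolarization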
TRPC6 act: mouse TRPC6 channel activation; AID 2550; hit rate 0.13% among 310,000; Q61143; B-score at 10 µM; HEK293-TRPC6 membrane potential dye fluorescence; active compounds read high;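 active = B-score of the integrated fluorescence ratio above library mean plus 3 SD, and starting fluorescence ratio within library mean plus 5 SD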;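 also: higher score means more depolarization so channel activation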
SKKanGAS inh: SKKanGAS growth inhibition; S. pyogenes SKKanGAS, kanamycin growth, BacTiter-Glo, 6 h; inhibition, % at 7.5 µM; hit rate 1.3% among 300,000;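 active = mean replicate score, as percent of positive control median, at least 50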;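 also: strain carries kanamycin resistance gene driven by streptokinase promoter and grows in 40 µg/ml kanamycin; loss of luminescence reflects streptokinase promoter inhibition or plain growth inhibition; 0% = median of DMSO wells and 100% = positive control at its reference dose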
TRPC4 inh: blocks the mouse TRPC4 cation channel; HEK293 TRPC4beta/mu-opioid, DAMGO-evoked Fluo4 calcium flux; active compounds read low; B-score at 10 µM; hit rate 0.39% among 300,000; AID 2247;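 active = B-score over 3 SD under the library average, no early fluorescence shift, positive overall ratio signal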
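Assay system: TRPC4beta/mu-opioid receptor HEK293 cell line; compound dosing: single concentration per test compound; detection: Fluo4 Ca2+ flux fluorescence; evaluation: per-well B score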
Platelet DG rel: platelet dense granule release activity; human platelet-rich plasma, SFLLRN dense granule ATP release, luminescence; inhibition, %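 (compounds screened at 7.5 µM in platelet-rich plasma)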; hit rate 0.22% among 300,000;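 active = mean replicate score, as percent of positive control, at or above 50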
MrgX1 ag: agonists of human MrgX1 receptor. MrgX1-HEK293 cells, Fluo-4 calcium fluorescence, agonist mode; active compounds read high. B-score at 10 µM. hit rate 0.44% among 310,000;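 active = calcium response B-score plate-corrected fluorescence ratio at least 3 library SD, with starting fluorescence B-score inside 5 SD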
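Assay system: stable human MrgX1 HEK293 cell line. Quantity: 15,000 cells per well. Schedule: cells plated overnight, dye loaded 0.5 h 37 °C, 0.5 h room temperature. Detection: Fluo-4 NW calcium-flux fluorescence, kinetic read. Read-out basis: peak-minus-minimum fluorescence over baseline, converted to B scores. Control set: positive and negative control wells on each plate.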
* = called active by the depositor; i = inactive; . = no result given.

nr	canonical_smiles	RGS4 pot	RGS4 inh	MrgX1 antagonist	HIF act	MrgX1 allo act	TRPC6 inh	TRPC6 act	SKKanGAS inh	TRPC4 inh	Platelet DG rel	MrgX1 ag
1	Cc1cc(C(=O)CSc2nnc(C3COc4ccccc4O3)n2C)c(C)n1-c1ccc(F)cc1 (centres undefined)	i	i	i	-0.4	i	i	i	29	i	-9	i
2	COCCNC(=O)CN(C(=O)c1ccc(N2CCCC2)nc1)c1ccc(F)c(Cl)c1	i	i	i	-0.3	i	i	i	-5	i	7	i
3	N#Cc1cccc(NC(=O)N2CCC(c3nc4c(nnn4Cc4cccc(Cl)c4)c(=O)[nH]3)CC2)c1	i	i	i	-1.2	i	i	i	19	i	-3	i
4	Cc1n[nH]c(=O)c2c(NC(=O)COC(=O)c3cc(F)cc(F)c3)oc(C)c12	i	i	i	-1.5	i	i	i	-3	i	-2	i
5	O=C(CCl)Nc1c2c(nn1-c1ccccc1)CSC2	i	i	i	-0.8	i	i	i	1	i	6	i
6	COc1ccc(C(=O)NCCCn2cccn2)cc1OC1CCN(C(C)=O)CC1	i	i	.	-0.3	.	i	i	-6	i	-7	.
7	Cc1ccc(N=C2NC(=O)/C(=C/c3cccs3)S2)cc1C	i	i	i	1.0	i	i	i	27	i	3	i
8	Fc1ccc(OCc2nc(-c3ccncc3)n[nH]2)cc1	i	i	i	-0.2	i	i	i	1	i	-2	i
9	CCOC(=O)C1=C(c2ccccc2)N=C2SCC(=O)N2C1c1ccc(OC)c(OC)c1 (centres undefined)	i	i	i	0.1	i	i	i	4	i	6	i
10	O=Cc1ccc(-c2ccc(C(=O)O)cc2)o1	i	i	i	-0.5	i	i	i	-7	i	-8	i
11	O=C(O)CCCN1C(=O)/C(=C/c2ccncc2)SC1=S	i	i	i	-0.6	i	i	i	-5	i	1	i
12	O=P(C(=NCCO)NO)(N1CCOCC1)N1CCOCC1	i	i	i	-0.7	i	i	i	-4	i	-8	i
13	CCc1nn2c(=O)cc(COc3ccc(/C=C4\C(=N)N5N=C(C)SC5=NC4=O)cc3)nc2s1	i	i	-4.5*	0.0	9.4*	i	13*	18	i	2	i
14	Cc1cccn2c(=O)c(C=O)c(NCc3ccccc3)nc12	i	i	i	-0.1	i	i	i	7	i	7	i
15	Cc1cccc(NC(=O)CCNC(=O)c2ccccc2Cl)n1	i	i	i	-0.3	i	i	i	6	i	16	i
16	COc1cc(SC)ccc1C(=O)Nc1ccc(C)cc1C	i	i	i	10*	i	i	i	-3	i	0	i
17	Cc1ccccc1SCC(=O)Nc1ccc(N2CCOCC2)cc1	i	i	i	0.1	i	i	i	4	i	2	i
18	O=C(NC1CCC(O)CC1)c1cccnc1Sc1ccccc1Cl (centres undefined)	i	i	i	-0.4	i	i	i	-1	i	10	i
19	N#CC1=C(N)SC(C(=O)c2ccccc2)C1c1cccs1 (centres undefined)	i	i	i	-0.9	i	i	i	8	i	1	i
20	CCC(C)NC(=O)CO/N=C/c1ccccc1OC(F)F (centres undefined)	i	i	i	0.0	i	i	i	-1	i	-15	i
21	Cc1c(NC(=O)C(C)Oc2ccccc2F)c(=O)n(-c2ccccc2)n1C (centres undefined)	i	i	i	-0.6	i	i	i	2	i	-2	i
22	COc1ccc(NC(=O)CN(C)C(=O)/C=C/c2ccc(S(=O)(=O)N3CCCCCC3)cc2)cc1	i	i	i	-1.3	i	i	i	6	i	3	i
23	CCN(C(=O)CN1C(=O)S/C(=C\c2cccc(Cl)c2)C1=O)C1CCS(=O)(=O)C1 (centres undefined)	i	i	i	0.0	i	i	i	-2	i	-2	i
24	CCOC(=O)c1c(NC(=O)COC(=O)c2ccc(C)s2)sc2c1CC(C)(C)NC2(C)C	i	i	i	0.6	i	i	i	63*	i	-9	i
25	CCCNC(=O)Cn1cnc2sc(C(=O)N3CCN(CCC)CC3)c(C)c2c1=O	.	.	i	-0.6	i	.	.	0	.	0	i
26	Cc1cc(C)cc(NC(=O)CSc2nnc(-c3ccccc3Br)o2)c1	i	i	i	0.5	i	i	i	-15	i	6	i
27	Cc1ccc(NC(=O)CCc2ccc(C)o2)cc1	i	i	i	-0.9	i	i	i	-6	i	-4	i
28	CN(C(=O)c1c(Cl)nc2sccn12)C1CCCCC1	i	i	i	-0.1	i	i	i	-7	i	-6	i
29	COC(=O)c1ccccc1CSc1nsc(C)c1C#N	i	i	i	0.0	i	i	i	8	i	0	i
30	Cc1cc(C)n(-c2cc(=O)n(C)c(=O)n2C)n1	i	i	i	-34	i	i	i	4	i	-15	i

The listing continues:
nr	canonical_smiles	RGS4 pot	RGS4 inh	MrgX1 antagonist	HIF act	MrgX1 allo act	TRPC6 inh	TRPC6 act	SKKanGAS inh	TRPC4 inh	Platelet DG rel	MrgX1 ag
31	CCc1c(C)nc2ncnn2c1NCCc1ccc(OC)c(OC)c1	i	i	i	-0.8	i	i	i	2	i	-2	i
32	CCC(C)[C@H](NC(=O)N1CCCCCC1)C(=O)O (some centres undefined)	i	i	i	0.2	i	i	i	-4	i	12	i
33	Cc1cc(S(=O)(=O)NCc2ccccc2)ccc1OCC(=O)NCc1cccnc1	i	i	i	-0.4	i	i	i	3	i	11	i
34	Cc1nc(NCc2ccco2)c2c3c(sc2n1)CCC3	i	i	i	0.3	i	i	i	5	i	-1	i
35	COc1ccc(NC(=O)c2sc3nc(N4CCOCC4)c4c(c3c2N)CC(C)(C)OC4)cc1	i	i	i	-0.4	i	i	i	-3	i	0	i
36	CN(C)CCCCOc1ccccc1-c1ccccc1	i	i	i	-0.8	i	i	i	-1	i	0	i
37	O=C(O)COc1ccccc1/C=C1\SC(=S)N(NC(=O)c2ccccc2O)C1=O	i	i	i	-2.7	i	i	i	-5	i	-3	i
38	CC(=O)c1ccc(NC(=O)COc2ccccc2C(=O)Nc2ccc(C)cn2)cc1	i	i	i	1.1	i	i	i	2	i	13	i
39	CS(=O)(=O)N(CC(=O)NCCSc1ccccn1)c1ccc(F)cc1	i	i	i	-0.3	i	i	i	-6	i	-2	i
40	COc1ccc(Oc2cccc(Cl)c2CNC(=O)CCC(=O)O)cc1	i	i	i	-0.1	i	i	i	-2	i	0	i
41	COC(=O)C1=C(C)N(c2ccc(F)cc2)C(=O)C1	i	i	i	-0.4	i	i	i	-4	i	2	i
42	CC1=CC(C)(C)Nc2ccc(OC(=O)C(Cc3ccccc3)N3C(=O)c4ccccc4C3=O)cc21 (centres undefined)	i	i	i	-2.0	i	i	i	4	i	-13	i
43	COc1ccccc1OCC(=O)NCc1nc(-c2ccccc2)no1	i	i	i	-0.4	i	i	i	-9	i	5	i
44	COCC(=O)N(Cc1cc2ccc(C)cc2[nH]c1=O)c1ccc(C)cc1C	i	i	i	-0.3	i	i	i	-2	i	1	i
45	CCOc1ccccc1-c1ccc(C(=O)NCc2ccccc2)o1	i	i	i	-7.2	i	i	i	11	i	-14	i
46	Cc1cc(C)c2c(-c3ccc(F)cc3)c(C#N)c(=O)n(C)c2n1	i	i	i	0.6	i	i	i	-7	i	-3	i
47	COc1ccc(CCNC(=O)CCNC(=O)N2CC(=O)Nc3ccccc32)cc1	i	i	i	1.3	i	i	i	-2	i	-7	i
48	CC(C)(C)NS(=O)(=O)c1ccc(NC(=O)C(Sc2ccccc2)c2ccccc2)cc1 (centres undefined)	i	i	i	-0.3	i	i	i	10	i	0	i
49	COc1ccccc1NC(=O)CSc1sc2c(O)cc(=O)[nH]c2c1C#N	i	i	i	-0.3	i	i	i	28	i	1	i
50	CN(N)c1nc(N2CCCC2)nc(N2CCCC2)n1	i	i	i	-0.4	i	i	i	33	i	-4	i
51	COc1ccc(C(c2nnnn2Cc2ccccc2)N2CCN(c3nc4ccccc4s3)CC2)cc1OC (centres undefined)	i	i	i	-1.1	i	i	i	15	i	-1	i
52	Cc1ccc(NS(=O)(=O)c2ccc(C(=O)N3CCN(c4ccccn4)CC3)cc2)cc1	i	i	i	-0.1	i	i	i	0	i	10	i
53	COC(=O)c1ccccc1NC(=O)CSc1nc2ncccc2[nH]1	i	i	i	-0.2	i	i	i	0	i	-3	i
54	O=C(Cn1nnc(-c2ccc(N3CCOCC3)cc2)n1)N1CCOCC1	i	i	i	0.8	i	i	i	-1	i	0	i
55	O=C1NC(=Nc2ccc(F)cc2)CS1	i	i	i	-0.6	i	i	i	7	i	-4	i
56	Nc1c(C(=O)NCCC2=CCCCC2)sc2ccc(S(=O)(=O)N3CCCCC3)cc12	i	i	i	-0.1	i	i	i	28	i	-7	i
57	Cc1nn(-c2ccccc2)c(C)c1-c1nnc(-c2c(C)nn(-c3ccccc3)c2C)o1	i	i	i	-0.5	i	i	i	57*	i	9	i
58	CN(C1=NC(=O)CS1)c1ccc(O)cc1	i	i	i	-0.3	i	i	i	-6	i	1	i
59	O=C(NCc1cccs1)C1CCC(CNS(=O)(=O)c2cccc3nsnc23)CC1 (centres undefined)	i	i	i	0.0	i	i	i	2	i	11	i
60	COc1ccc(Cc2nnc(NC(=O)c3cccc([N+](=O)[O-])c3C)s2)cc1	i	i	i	-0.1	i	i	i	18	i	6	i

(further entries)
nr	canonical_smiles	RGS4 pot	RGS4 inh	MrgX1 antagonist	HIF act	MrgX1 allo act	TRPC6 inh	TRPC6 act	SKKanGAS inh	TRPC4 inh	Platelet DG rel	MrgX1 ag
61	Fc1ccc(Sc2cc(Cl)c(-c3ccccc3)nn2)cc1	i	i	i	0.2	i	i	i	14	i	-4	i
62	Cc1ccc(C(=O)NC(=S)Nc2ccc(CN3CCCCC3)cc2)c(C)c1	-7.6*	i	i	0.0	i	-6.3*	i	-3	i	-10	i
63	O=C(c1ccc(Cl)cc1)N(Cc1ccc(Br)cc1)N1C(=O)CCC1=O	i	i	i	-0.7	i	i	i	6	i	0	i
64	Cc1ccc2oc(C(=O)Nc3ccc(S(=O)(=O)Nc4onc(C)c4C)cc3)c(C)c2c1	i	i	i	1.2	i	i	i	42	i	2	i
65	CCC(=O)N1CCN(c2ccccc2NC(=O)c2ccc(-c3cccc([N+](=O)[O-])c3)o2)CC1	i	i	i	-0.3	i	i	i	.	i	3	i
66	O=C(Nc1ccc2nccnc2c1)c1ccco1	i	i	i	0.0	i	i	i	3	i	3	i
67	O=C(NCc1ccccc1)c1ccc(OC2CSC2)cc1	i	i	i	0.2	i	i	i	6	i	-3	i
68	O=C(CSc1nnc(C2COc3ccccc3O2)o1)N1CCN(c2ccccc2)CC1 (centres undefined)	i	i	i	-20	i	i	i	-1	i	-12	i

Compound activity from PubChem BioAssay.
